Vif-APOBEC3G blk = Vif-A3G binding inhibition; Potency, µM (series often up to 46.1 µM), for the others: at the top dose activity, negative = active, actives largely listed as inhibitors; Q9HC16; 410,000 compounds, 0.076% hits; HeLa A3G-eYFP + Vif (tagged APOBEC3G with the HIV-1 protein that degrades it), YFP fluorescence, overnight;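 note: potency is the fitted concentration of half-maximal effect; % is set by controls: 0 for no effect and ±100 for the full control effect; nearly all actives have a fitted effect of over 60% in size; hits raise eYFP signal because A3G escapes Vif-driven loss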
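Read-out is eYFP fluorescence (Ex 488/Em 500-530) from Vif-expressing HeLa A3G-eYFP cells; more signal means A3G escaped Vif-mediated degradation. Cells plated overnight, compound pinned in, incubated overnight at 37 deg C.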
RXFP1 agonist = activates the human relaxin receptor RXFP1 | Potency, µM (doses to about 57.5 µM), without a hit: top-dose activation, actives largely listed as activators | AID 2676 | HEK293T-RXFP1 cAMP TR-FRET, 30 min; response scale: percent of porcine relaxin response, buffer zero | 370,000 compounds, 0.3% hits | Q9HBX9; note: potency is the fitted concentration of half-maximal effect; % is set by controls: 0 for no effect and ±100 for the full control effect; nearly all actives have a fitted effect of over 60% in size; many of its hits are not listed in these tables
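Agonist response is measured as cAMP accumulation in an RXFP1-transfected HEK293T line under PDE4 inhibition. Values are scaled between buffer-only and 29 nM porcine relaxin, and EC50s come from standard Hill equation fits.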
LDHA block = inhibitors of human lactate dehydrogenase A | AID 1347041 | 480,000 compounds, 0.15% hits | purified LDHA, NADH/diaphorase-resazurin fluorescence; hits give low values | P00338 | activity change, % (values are at about 110 or 230 µM); in the data active = activity change below about -30%; inconclusive = mostly about -25% to -30%;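 note: plate controls were DMSO wells for no effect and wells without enzyme for full effect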
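Resorufin fluorescence (ex540/em590), read at 0 and 20 min after diaphorase/resazurin addition, reports the NADH left after a 5 min room-temperature reaction of 2 nM human LDH5 with 0.06 mM NADH and 0.2 mM pyruvate.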
TrxR1 substrate = substrates of rat thioredoxin reductase 1 | O89049 | purified TrxR1 substrate turnover, NADPH consumption readout | Potency, µM (top dose mostly 114 µM), without a hit: at the highest dose activity change, negative = substrate turnover | 390,000 compounds, 0.01% hits; note: potency is the fitted concentration of half-maximal effect; % is set by controls: 0 for no effect and ±100 for the full control effect; nearly all actives have a fitted effect of over 50% in size
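Rat TrxR1, dispensed at 90 nM, was prereduced with 400 uM NADPH (final) for 5 min at ~22 deg C, then incubated with compound 15 min before 400 uM selenite. A first-read NADPH fluorescence drop versus no-compound background flagged substrates.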
Vif-A3F inh = blocks the Vif interaction with APOBEC3F; HeLa A3F-eYFP + Vif (tagged APOBEC3F with the HIV-1 protein that degrades it), YFP fluorescence increase; Potency, µM (top dose mostly 46.1 µM), for the others: at the highest dose activity, negative = active; 390,000 compounds, 0.2% hits; AID 602313; note: potency is the fitted concentration of half-maximal effect; % of control where 0% means no effect; nearly all actives have a fitted effect of over 65% in size
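Fluorescence increase (Ex 488/Em 500-530) after overnight compound treatment at 37 deg C flags inhibition of Vif-driven A3F-eYFP loss in stable HeLa A3F-eYFP/Vif cells seeded overnight beforehand.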
GRP78 ERSR act = inducers of ER stress response in human glioma cells; Potency, µM, inactives show at the highest dose activation, actives largely listed as activators; 420,000 compounds, 0.02% hits; U87-MG GRP78 promoter luciferase reporter, 16 h; note: potency is the fitted concentration of half-maximal effect; series mostly up to about 76 µM; % of control where 0% means no effect; nearly all actives have a fitted effect of over 35% in size
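Stably transfected U87-MG human glioma cells carrying a GRP78-based luminescent sensor were seeded at 1000 cells/well, pin-dosed with compounds and incubated 16 h. Luciferase reagent was then added, and end-point luminescence was read after 10 min at room temperature.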
IDH1 R132H inh = human IDH1 R132H inhibition. O75874. IDH1-R132H enzyme, NADPH consumption, diaphorase/resazurin fluorescence. Potency, µM (doses to about 76.6 µM), for inactives: top-dose activity change, negative = inhibition, usual class: inhibitors. 390,000 compounds, 0.093% hits; note: potency is the fitted concentration of half-maximal effect; % is set by controls: 0 for no effect and ±100 for the full control effect; nearly all actives have a fitted effect of over 65% in size
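IDH1-R132H (0.5 ug/mL) preincubated 30 min with compound, then NADPH (0.016 mM) and alpha-KG (2 mM) added; 80 min at RT, pH 7.5. Remaining NADPH coupled via diaphorase/resazurin to fluorescence (540/590 nm); concentration-response curves normalized to no-enzyme control.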
USP1-UAF1 inh = blocks the human USP1/UAF1 deubiquitinase complex. O94782. recombinant USP1/UAF1, Ub-Rhodamine cleavage fluorescence. Potency, µM (titrated, usually from 57.1 µM), for the others: at the highest dose activity change, negative = inhibition, most hits filed as inhibitors. 390,000 compounds, 0.23% hits. AID 743255; note: potency is the fitted concentration of half-maximal effect; % is set by controls: 0 for no effect and ±100 for the full control effect; nearly all actives have a fitted effect of over 60% in size; inactives centre near -12
Target sequence (O94782 whole entry, looked up): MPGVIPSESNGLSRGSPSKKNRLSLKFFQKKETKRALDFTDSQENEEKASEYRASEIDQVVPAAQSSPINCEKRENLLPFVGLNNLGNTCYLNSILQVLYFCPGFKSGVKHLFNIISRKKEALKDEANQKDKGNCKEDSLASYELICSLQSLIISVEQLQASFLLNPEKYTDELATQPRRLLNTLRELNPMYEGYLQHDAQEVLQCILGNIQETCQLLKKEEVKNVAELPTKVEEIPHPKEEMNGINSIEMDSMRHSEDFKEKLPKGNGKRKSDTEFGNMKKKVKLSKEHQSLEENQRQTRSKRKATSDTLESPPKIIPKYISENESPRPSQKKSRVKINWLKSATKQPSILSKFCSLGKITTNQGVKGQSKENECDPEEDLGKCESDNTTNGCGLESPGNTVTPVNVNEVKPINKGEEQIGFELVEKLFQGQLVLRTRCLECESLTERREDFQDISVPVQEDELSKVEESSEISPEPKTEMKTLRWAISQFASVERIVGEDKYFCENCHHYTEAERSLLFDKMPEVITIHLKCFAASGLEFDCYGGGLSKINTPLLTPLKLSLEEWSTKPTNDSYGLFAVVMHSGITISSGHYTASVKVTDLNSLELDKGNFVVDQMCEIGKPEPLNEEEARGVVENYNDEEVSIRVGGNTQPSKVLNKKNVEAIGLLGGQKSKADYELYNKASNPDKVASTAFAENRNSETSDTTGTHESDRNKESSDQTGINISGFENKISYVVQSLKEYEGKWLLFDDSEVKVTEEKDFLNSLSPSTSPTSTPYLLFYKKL
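High-throughput fluorogenic screen: 1nM USP1/UAF1 complex, Ub-Rho substrate 150nM final, 50mM HEPES pH 7.8 with 0.5mM EDTA, 0.1 mg/ml BSA, 1mM TCEP and 0.01% Tween-20.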
PI4K2A block = blocks human PI4K2A kinase activity. AID 1346378. activity change, negative = inhibition, % at 76.9 µM. purified PI4K2A, ADP-Glo luminescence, 1 h; hits give low values. 420,000 compounds, 0.13% hits; in the data active = activity change below about -50%; inconclusive = mostly about -30% to -49%;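 note: -100% = wells without enzyme as full effect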
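Compounds are screened against recombinant PI4K2A using PI as substrate and ATP, the latter dispensed at 300 microM. Reactions run one hour at ambient temperature before ADP-Glo detection; full inhibition defined by wells lacking enzyme.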
* marks the source's active call; other numbers are inactive results; ? = inconclusive; · = no result given; & = joins results of further samples; [ ] = remark or other dose. Unless noted, calls come from the whole dose curve; as a rule, active = well fitted curve in the direction sought with a large enough effect; inconclusive = small, poorly fitted or top-dose-only effect, or another doubt; inactive = no such curve, though single readings can be large; an effect the other way counts as inactive or inconclusive. This is a subset, so the mix of outcomes need not match the whole.

nr	SMILES	Vif-APOBEC3G blk	Vif-A3F inh	IDH1 R132H inh	TrxR1 substrate	USP1-UAF1 inh	GRP78 ERSR act	LDHA block	PI4K2A block	RXFP1 agonist
1	COc1ccc(-c2ccc(-c3nc4c(c(=O)[nH]c(=O)n4Cc4ccccc4)n3C)o2)c([N+](=O)[O-])c1	-1%	?	4%	6%[57.1 µM]	0%	-2%	2	-1	1.2%
2	COc1cccc(C(=O)NCC(=O)N/N=C/c2ccc3c(c2)OCO3)c1	-6%	0%	2%	3%	-30%	16%	-4	-3	-1.3%
3	Cc1ccccc1NCc1nc2ccccc2n1CCOc1ccccc1	-13%	-29%	-4%	-1%	0%	7%	-2	-1	0.5%
4	Cc1nn(C(C)(C)C)c(C)c1/C=N/OC(=O)Nc1ccc(Cl)cc1	1%	-8%	-6%	-7%	-14%	-14%	-5	41	1.0%
5	COc1cc(C(=O)NCC2(c3ccccc3)CCCC2)ccc1OC(C)C	3%	-2%	5%	-1%	-9%	-1%	-2	3	1.7%
6	O=C(COC(=O)c1ccc(Cl)nc1)NC(=O)c1ccccc1	0%	5%	0%	-2%	-3%	-3%	-2	-1	-0.1%
7	COc1cccc(-c2ccc(NC(=O)C3CCCN(Cc4cnc(C)s4)C3)cc2)c1 (stereo not drawn)	-21%	-4%	8%	-4%	-11%	-1%	-3	-5	0.7%
8	CC12CCC(C(=O)Nc3ccc(Cl)cc3)([C@H](Br)C1=O)C2(C)C (stereo partly drawn)	0%	0%	-4%	-5%[57.1 µM]	-1%	-3%	-5	1	-3.5%
9	CS(=O)(=O)N(CC(=O)NCCSCc1ccccc1)c1ccccc1F	4%	-7%	5%	9%[11.4 µM]	-22%	-4%	-1	-1	2.2%
10	Cc1ccc(C)c(C(=O)CSc2nnc(C)s2)c1	1%	-4%	-8%	-7%	-2%	-6%	-17	3	2.7%
11	CCCn1c(=NC(C)=O)c(C(=O)OCC)cc2c(=O)n3ccccc3nc21	0%	-2%	2%	514%[activator]	-16%	-1%	-4	-1	8.1%
12	COC(=O)C(Cc1ccccc1)NS(=O)(=O)c1ccc(F)cc1Br (stereo not drawn)	1%&-3%&2%	1%	-2%[38.3 µM]	0%&-9%&-4%	-12%	-4%&-1%&-4%	-3	-2	0.0%
13	O=C(CSc1nc(-c2ccccc2)cc(=O)[nH]1)NCc1ccc2c(c1)OCO2	0%	8%	5%	-5%	-5%	-6%	-2	0	-1.1%
14	O=C(NCc1ccccc1C(F)(F)F)c1cccc2c1C(=O)c1ccc(N3CCCCC3)cc1S2(=O)=O	-4%	-18%	-21%	5%[57.1 µM]	?	-4%	-17	-1	·
15	Cc1ccc(OCc2nnc(SCC(=O)NC3CCCCC3)n2C)cc1	-5%	8%	7%	-1%	-17%	0%	-3	-1	-0.6%
16	COc1cccc2c1OCC1COc3c(c(=O)n(C)c(=O)n3C)C21 (stereo not drawn)	1%	-9%	1%	9%	-5%	-2%	2	-1	-0.2%
17	COc1cc(/C=C/c2[nH]c(=O)[nH]c(=O)c2[N+](=O)[O-])ccc1OCCC(C)C	-13%	-12%	1%	-9%	?	-2%	-17	0	0.1%
18	COc1ccnc(Oc2ccc(F)cc2)c1C(=O)N/C=N/OCc1ccc(F)cc1	-3%	8%	10%	5%[57.1 µM]	-10%	-3%	0	-4	-0.4%
19	Cc1ccc(NC(=O)CN(C)C(=O)COc2cccc3ccc(C)nc23)cc1	2%	2%	3%	-8%	-16%	-2%	-6	0	·
20	COc1ccc(CC(=O)NNC(=O)CSc2nc(C)c(C)c(=O)[nH]2)cc1	2%	6%	1%	-6%[57.1 µM]	-16%	-1%	-3	1	0.4%
21	COC(=O)c1cc(S(=O)(=O)NCc2cccc(OC)c2)cn1C	1%	-16%	-11%	12%[57.1 µM]	-10%	0%	-13	-7	2.5%
22	CC(=O)CCc1oc2ccc([N+](=O)[O-])cc2c1-c1ccc(C)o1	2%	-4%	2%	5%[57.1 µM]	6%	-5%	-1	-1	-1.3%
23	CCCn1c(=N)c(C(=O)NCC2CCCO2)cc2c(=O)n3cc(C)ccc3nc21 (stereo not drawn)	3%	2%	-1%	·	-10%	0%	-5	11	?
24	COc1cccc(NC(=O)COC(=O)c2c(C)nn(-c3ccccc3)c2C)c1	-1%	-8%	-1%	-5%	-6%	7%	-2	1	0.9%
25	CC(CC1C(C#N)=C(N)OC2=C1C(=O)CCC2)c1ccccc1 (stereo not drawn)	1%	-4%	-1%	-5%	-2%	-2%	11	3	0.3%

In the list so far, these have four or more nitrogen atoms:
nr	SMILES	Vif-APOBEC3G blk	Vif-A3F inh	IDH1 R132H inh	TrxR1 substrate	USP1-UAF1 inh	GRP78 ERSR act	LDHA block	PI4K2A block	RXFP1 agonist
1	COc1ccc(-c2ccc(-c3nc4c(c(=O)[nH]c(=O)n4Cc4ccccc4)n3C)o2)c([N+](=O)[O-])c1	-1%	?	4%	6%[57.1 µM]	0%	-2%	2	-1	1.2%
4	Cc1nn(C(C)(C)C)c(C)c1/C=N/OC(=O)Nc1ccc(Cl)cc1	1%	-8%	-6%	-7%	-14%	-14%	-5	41	1.0%
11	CCCn1c(=NC(C)=O)c(C(=O)OCC)cc2c(=O)n3ccccc3nc21	0%	-2%	2%	514%[activator]	-16%	-1%	-4	-1	8.1%
15	Cc1ccc(OCc2nnc(SCC(=O)NC3CCCCC3)n2C)cc1	-5%	8%	7%	-1%	-17%	0%	-3	-1	-0.6%
20	COc1ccc(CC(=O)NNC(=O)CSc2nc(C)c(C)c(=O)[nH]2)cc1	2%	6%	1%	-6%[57.1 µM]	-16%	-1%	-3	1	0.4%
23	CCCn1c(=N)c(C(=O)NCC2CCCO2)cc2c(=O)n3cc(C)ccc3nc21 (stereo not drawn)	3%	2%	-1%	·	-10%	0%	-5	11	?

Later entries
nr	SMILES	Vif-APOBEC3G blk	Vif-A3F inh	IDH1 R132H inh	TrxR1 substrate	USP1-UAF1 inh	GRP78 ERSR act	LDHA block	PI4K2A block	RXFP1 agonist
26	Cc1cc(C)n(-c2ccc(C(=O)NCc3cccs3)cc2)n1	0%	5%	4%	0%	-9%	1%	-4	-1	0.5%
27	COc1ccc2c(Cl)c(C(=O)OCC(=O)c3ccc4c(c3)NC(=O)CO4)sc2c1Cl	2%	9%	8%	-2%	1%	-3%	-4	-4	9.6%
28	CCOCCc1nnc(NC(=O)CSc2ccccc2)s1	-2%	-9%	6%	-1%	-15%	-4%	-3	1	-0.2%
29	Cc1ccc(S(=O)(=O)N(C)C)cc1NC(=O)COC(=O)CNC(=O)C12CC3CC(CC(C3)C1)C2	0%	-8%	3%	5%	-14%	-5%	-5	0	-0.1%
30	CN(CC(=O)Nc1c(Cl)cccc1Cl)C(=O)CNC(=O)c1ccc2ccccc2c1	1%	-3%	-4%	1%	-15%	0%	-4	2	0.5%
31	Cn1nccc1C(=O)N1CCc2ccccc21	-1%	-1%	4%	-1%	-16%	-8%	-7	0	0.1%
32	CN(CC(=O)Nc1c(Cl)cccc1Cl)C(=O)c1ccc2nc[nH]c2c1	-4%	0%	2%	10%	-12%	-1%	12	-3	-0.1%
33	NS(=O)(=O)c1ccc(CNC(=O)CC23CC4CC(CC(C4)C2)C3)cc1	1%	·	2%	-2%	-18%	-5%	1	2	1.7%
34	CCc1ccc(N2CC(C(=O)NCCC3=CCCCC3)CC2=O)cc1 (stereo not drawn)	6%	3%	-9%	8%	-25%	-1%	0	-3	0.3%
35	CS(=O)(=O)c1ccc(Cl)c(C(=O)OCC(=O)NC2CCCCCCC2)c1	0%	1%	13%	3%	-21%	-3%	-3	2	1.4%
36	CC(C)CCC(=O)N1CCOC1=O	0%	6%	9%	7%	-20%	-4%	2	1	2.8%
37	C[C@H]1CN=C(N(C)C)N1CC1CCC(C(C)(C)C)CC1 (stereo partly drawn)	3%	6%	10%	5%	?	-5%	0	-1	1.5%
38	C/C=C/C(=O)Nc1cccc(C2=NOC3(C2)C[C@H](C(N)=O)N(C(=O)/C=C/C)C3)c1 (stereo partly drawn)	2%	7%	-11%	-1%	-18%	0%	-8	1	1.4%
39	COc1ccccc1N1CCN(c2csc3ccccc3c2=O)CC1	-4%	5%	-15%	1%[57.1 µM]	-20%	4%	1	-2	-0.7%
40	CCOc1c(OC)cccc1C(=O)NCC1(c2ccccc2)CCCC1	3%	-4%	-2%	-8%	-12%	-7%	-2	-2	0.0%
41	CO/N=C/C(=N\Nc1ccc(C)cc1)C(=O)c1ccc(OC)cc1	?	·	8%	-6%	-25%	-2%	-6	-3	0.8%
42	COCCN(CC1CCCN(C2Cc3ccccc3C2)C1)C(=O)c1cccs1 (stereo not drawn)	2%	1%	-4%	-1%	-10%	9%	0	0	2.0%
43	O=C(c1cc(-c2cccc(O)c2)on1)N1CCN(C(c2ccccc2)c2ccccc2)CC1	-30%	?	-15%	-3%	-17%	?	-14	-5	0.1%
44	CS(=O)(=O)N1CCC(C(=O)Nc2ccc(F)cc2F)CC1	1%	5%	2%	-4%	-15%	1%	-5	-9	-0.1%
